CIT2-GFP yeast: modulators of CIT2-GFP expression in yeast, primary screen, S. cerevisiae, GFP fusion, multiplex flow cytometry, MLPCN library; S. cerevisiae CIT2-GFP strain, 3 h; 100 means same as DMSO wells; GFP response vs DMSO, % at 10 µM; hit rate 0.065% among 320,000;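 active = GFP response relative to DMSO above a set limit, near the screen mean plus 3 SD, cut at about 150% in these data; inconclusive = Fewer than 70 cells measured for a yeast strain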;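 also: ratio of well median GFP fluorescence to mean of DMSO wells on the plate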
GRK2 inh: compounds blocking aptamer binding on GRK2 – biochemical, human GRK2, bead flow cytometry, HTS, primary screen | FAM-aptamer displacement from GRK2 | inhibition of aptamer binding, % at 10 µM | hit rate 0.59% among 330,000;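 active = inhibition of aptamer binding above 40%, roughly 3 SD of noise, on plates passing a quality check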;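 also: median bead fluorescence of bound FAM aptamer so fluorescent compounds give negative values; no value below 0 was filed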
MCL1-BIM inh: inhibitors of MCL1 binding to BIM-BH3, primary screen, biochemical, fluorescence polarization | hit rate 0.68% among 320,000 | GST-MCL1 / FITC-Bim-BH3 fluorescence polarization | Induced myeloid leukemia cell differentiation protein Mcl-1 (Homo sapiens), Q07820 | inhibition, % at 10.9 µM;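 active = inhibition above the mean inhibition of all tested compounds plus 3 SD, set per campaign, cut at about 40% in these data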;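 also: 0% = DMSO wells and 100% = unlabeled Bim-BH3 peptide control; higher means more loss of mP so more displacement of Bim peptide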
AGP1 TOR yeast: modulators of AGP1-GFP expression in yeast TOR pathway, primary screen, cell-based, multiplex flow cytometry, S. cerevisiae, MLPCN library; 3 h; GFP as percent of DMSO wells; GFP response vs DMSO, % at 10 µM; hit rate 0.02% among 320,000;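 active = GFP response relative to DMSO above a set limit, near screen average plus 3 SD, cut at about 150% in these data; inconclusive = fewer than 70 cells counted for the yeast strain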;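 also: median GFP channel fluorescence of the gated AGP1 strain per well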
MEX-5 binding: MEX-5 zinc finger RNA-binding disruptors – biochemical, C. elegans, fluorescence polarization, MLPCN library, primary screen; MEX-5/FITC-TCR2 RNA binding; stronger effect = lower value; Zinc finger protein mex-5 (Caenorhabditis elegans), Q9XUB2; activity score (negative = inhibition of binding), % at 10 µM; AID 1832, 2009; hit rate 0.38% among 300,000;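 active = inhibition past about -25% in most replicates, and total fluorescence under double the plate's negative control median, limit read from the data; inconclusive = replicates evenly split on the limit, or fluorescence at least double controls; inactive = too little inhibition in most replicates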;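 also: 0% = DMSO and -100% = 5 µM competing unlabeled TCR2 RNA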
BCLXL inh: inhibitors of human Bcl-xL, primary screen, biochemical, fluorescence polarization, HTS. AID 2129, 2009. Bcl-2-like protein 1 (Homo sapiens), Q07817. inhibition, % at 10.9 µM. hit rate 0.7% among 320,000. GST-Bcl-xL / FITC-Bim BH3 peptide fluorescence polarization;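 active = inhibition above the mean of all tested compounds plus 3 SD, cutoff set per campaign, cut at about 30% in these data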;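 also: 0% = DMSO wells and 100% = unlabeled Bim-BH3 peptide competitor; inhibitors lower millipolarization by displacing the labeled peptide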
VLA-4 inh: inhibition in human VLA-4 binding assay, primary screen, VLA-4 allosteric modulator project, MLPCN library, flow cytometry, VLA-4 expressing cells; ligand binding flow cytometry; inhibition, % (about 7 µM as worked out from the volumes in the protocol); hit rate 0.2% among 330,000; AID 2557, 2010; in the data active = inhibition above about 50%
Target sequence (P13612 whole entry, looked up): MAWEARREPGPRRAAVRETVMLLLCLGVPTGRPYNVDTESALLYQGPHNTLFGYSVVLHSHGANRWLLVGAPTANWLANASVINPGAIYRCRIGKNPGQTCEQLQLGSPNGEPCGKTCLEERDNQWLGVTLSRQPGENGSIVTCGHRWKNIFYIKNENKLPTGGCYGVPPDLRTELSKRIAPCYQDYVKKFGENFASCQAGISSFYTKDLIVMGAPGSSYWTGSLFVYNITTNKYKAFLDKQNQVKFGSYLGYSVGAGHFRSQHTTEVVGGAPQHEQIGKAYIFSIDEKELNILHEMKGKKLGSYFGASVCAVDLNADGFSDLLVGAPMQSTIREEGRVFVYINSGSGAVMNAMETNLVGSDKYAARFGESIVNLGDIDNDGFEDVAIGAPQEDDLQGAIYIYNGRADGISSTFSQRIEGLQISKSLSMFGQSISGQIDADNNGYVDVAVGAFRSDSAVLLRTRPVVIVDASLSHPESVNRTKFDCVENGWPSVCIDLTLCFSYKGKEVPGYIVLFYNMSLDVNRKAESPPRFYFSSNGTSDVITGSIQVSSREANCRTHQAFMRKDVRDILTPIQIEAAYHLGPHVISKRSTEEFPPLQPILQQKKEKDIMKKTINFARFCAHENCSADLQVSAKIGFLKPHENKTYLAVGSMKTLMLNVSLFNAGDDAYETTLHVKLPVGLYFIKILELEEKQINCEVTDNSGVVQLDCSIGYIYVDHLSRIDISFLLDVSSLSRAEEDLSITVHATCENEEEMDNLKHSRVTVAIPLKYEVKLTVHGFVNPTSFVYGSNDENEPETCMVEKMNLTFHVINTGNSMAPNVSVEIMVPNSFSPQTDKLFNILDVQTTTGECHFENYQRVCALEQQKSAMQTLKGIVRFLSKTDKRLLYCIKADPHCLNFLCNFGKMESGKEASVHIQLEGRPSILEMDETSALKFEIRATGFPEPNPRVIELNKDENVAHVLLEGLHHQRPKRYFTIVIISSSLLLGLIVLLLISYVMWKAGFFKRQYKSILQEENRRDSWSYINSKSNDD
Fam108B counter: mouse Fam108B serine hydrolase inhibitors, primary screen, counter-screen for RBBP9 inhibitor project, biochemical, fluorescence polarization. recombinant Fam108B, FP-Rh probe fluorescence polarization. inhibition, % at 9.51 µM. hit rate 0.33% among 300,000. AID 1947, 2009;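 active = inhibition above the screen mean inhibition plus 3 SD, computed separately per campaign, cut at about 18% in these data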;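 also: inhibitors lower polarization as less probe binds the enzyme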
GLD-1 TGE inh: GLD-1/TGE RNA complex disruptors, primary screen, biochemical, fluorescence polarization | Female germline-specific tumor suppressor gld-1 (Caenorhabditis elegans), Q17339 | purified GLD-1 + fluorescein TGE RNA | inhibition, % at 5.96 µM | hit rate 0.44% among 320,000;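 active = percent inhibition above a per-plate cutoff, the plate mean of test compounds plus 3 SD, cut at about 30% in these data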;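 also: 0% = DMSO wells with GLD-1 and probe and 100% = wells lacking GLD-1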
Numbers without * were called inactive; u = inconclusive; x = no result given; [ ] = dose if it differs, or a comment.

SMILES	CIT2-GFP yeast	GRK2 inh	MCL1-BIM inh	AGP1 TOR yeast	MEX-5 binding	BCLXL inh	VLA-4 inh	Fam108B counter	GLD-1 TGE inh
Cc1c(NC(=O)c2noc(C(C)C)c2[N+](=O)[O-])c(=O)n(-c2ccccc2)n1C	96	0	1	107	-3.1	1	12	2	-1
CCOC(=O)C1CCN(C(c2cc3ccc(C)c(C)c3[nH]c2=O)c2nnnn2C2CCCCC2)CC1 (stereo unspecified)	100	0	-3	101	1.4	3	-6	1	-9
COc1ccc(NC(=O)CC2C(=O)N(c3cccc(C)c3)C(=O)N2C2CCCCC2)cc1 (stereo unspecified)	88	0	4	89	-0.2	0	21	-1	-1
C=CCOc1c(Br)cc(CNc2ccc(NC(=O)C(C)C)c(OC)c2)cc1OCC	102	20	4	103	x	9	-18	5	1
CCCSc1nc2cc(OC)c(OC)cc2c(=N)n1CCCN1CCOCC1	118	0	-20	122	2.7	-13	-10	1	1
CS(=O)(=O)Nc1ccc(S(=O)(=O)NC2CCCCC2)cc1	91	0	0	100	-1.3	1	2	1	5
COc1ccc(-c2cn(-c3ccc(C)cc3C)c(=S)[nH]2)cc1OC	104	2	-7	108	-2.0	0	-5	2	-1
Oc1cccc(NC(=S)Nc2cccnc2)c1	103	2	16	96	1.1	7	0	1	1
CCOc1ccc(OCC)c(S(=O)(=O)N2CCCCC2)c1	100	6	-1	103	-0.4	2	-13	-1	13
COc1cccc(C(=O)Nc2ccc3nc4n(c(=O)c3c2)CCCC4)c1	107	0	8	99	-2.8	9	5	-7	8
CCN(CC)S(=O)(=O)c1ccc(C(=O)NCc2n[nH]c(=S)n2-c2ccc(Cl)c(Cl)c2)cc1	98	0	-11	100	-2.7	-12	0	-5	2
COc1ccc(C2=NOC3(CC(=O)N(c4ccc(C)cc4)C3=O)C2)cc1 (stereo unspecified)	109	2	5	108	1.9	6	2	2	-1
Cc1ccc(S(=O)(=O)NCC(c2cccnc2)N2CCN(Cc3ccccc3)CC2)cc1 (stereo unspecified)	104	0	-1	98	-7.2	1	-8	3	-3
CCn1cc(/C=C/C(=O)c2ccc(O)cc2)c(C)n1	111	0	9	108	-1.8	6	-4	6	-2
C=CCn1c(=O)c(C(=O)Nc2cccnc2)c(O)c2ccccc21	80	0	8	x	3.7	4	-9	-1	-4
COc1cc(C(=O)OCC(=O)Nc2cccc(S(=O)(=O)N3CCOCC3)c2)ccc1OCC(C)C	94	0	-7	108	-4.5	-2	-9	-2	5
CC(C)CC1Nc2ncnc(N3CCOCC3)c2N(Cc2ccccc2)C1=O (stereo unspecified)	102	2	x	112	x	x	9	x	5
CN(CC(=O)Nc1ccccc1Cl)C(=O)COC(=O)/C=C/c1ccccc1	101	4	-10	105	1.1	-7	2	4	2
Cc1cc(=O)[nH]c(/N=C(\N)Nc2cccc3ccccc23)n1	97	0	0	98	-1.2	3	7	2	-1
CCOc1ccc2nc(NC(=O)C3CCN(c4cnccn4)CC3)sc2c1	89	0	1	87	2.6	7	6	-3	0

Another view of part of the listing above:
| Structure | CIT2-GFP yeast | GRK2 inh | MCL1-BIM inh | AGP1 TOR yeast | MEX-5 binding | BCLXL inh | VLA-4 inh | Fam108B counter | GLD-1 TGE inh |
| --- | --- | --- | --- | --- | --- | --- | --- | --- | --- |
| COc1cc(C(=O)OCC(=O)Nc2cccc(S(=O)(=O)N3CCOCC3)c2)ccc1OCC(C)C | 94 | 0 | -7 | 108 | -4.5 | -2 | -9 | -2 | 5 |
| CC(C)CC1Nc2ncnc(N3CCOCC3)c2N(Cc2ccccc2)C1=O (stereo unspecified) | 102 | 2 | x | 112 | x | x | 9 | x | 5 |
| CN(CC(=O)Nc1ccccc1Cl)C(=O)COC(=O)/C=C/c1ccccc1 | 101 | 4 | -10 | 105 | 1.1 | -7 | 2 | 4 | 2 |

(further entries)
SMILES	CIT2-GFP yeast	GRK2 inh	MCL1-BIM inh	AGP1 TOR yeast	MEX-5 binding	BCLXL inh	VLA-4 inh	Fam108B counter	GLD-1 TGE inh
O=C(c1cc2cc(Cl)ccc2oc1=O)N1CCOCC1	84	0	2	99	-0.7	3	12	1	5
CCOc1ccc(N2C(=O)CC(SCc3nc4ccccc4[nH]3)C2=O)cc1 (stereo unspecified)	103	0	8	101	0.6	9	-12	-1	3
CCn1ccc(C(=O)Nc2cccc(Cl)c2)n1	100	1	-6	97	-1.5	1	10	-4	1
COc1ccc(CCNS(=O)(=O)c2ccc(-c3ccc(=O)[nH]n3)o2)cc1OC	97	2	-7	102	2.3	2	17	5	2
Cc1cc(C)c2c(N)c(C(=O)NCC3CCCCC3)sc2n1	89	1	6	94	-1.5	4	-6	2	7
Cc1ccc(-c2cc(N)nc(-c3ccccc3)c2)cc1	82	1	2	85	-1.4	6	17	0	-4
COC(=O)c1sc(S(=O)(=O)NCc2ccccc2)c(C(=O)OC)c1C	101	1	1	102	1.4	0	1	2	2
O=C(NCCCn1ccnc1)C1c2ccccc2Oc2ccccc21	103	3	8	106	2.3	5	-6	-1	4
O=C1NCCCCC1NS(=O)(=O)c1ccccc1 (stereo unspecified)	111	0	6	107	0.2	5	-1	-4	-4
O=C(N/N=C\C=C\c1ccco1)c1cncc(Br)c1	91	0	11	100	-0.4	12	10	5	3
N/C(=N\N=C\c1ccco1)SC1CC(=O)N(c2ccccc2)C1=O (stereo unspecified)	88	0	0	97	0.3	1	-1	-3	0
CCc1ccccc1NC(=O)CNC(=O)CCNC(=O)Nc1ccccc1	94	0	1	93	x	4	0	x	-1
CC(C)CNC(=O)C1CCN(S(=O)(=O)c2ccc3c(c2)OCCO3)CC1	104	0	-2	108	1.0	1	-1	-1	3
CCN(CC)Cc1csc(C(N)=O)c1	x	14	7	95	1.8	5	3	-5	-7
CCOc1ccccc1NC(=O)CCc1ccc(C)o1	108	0	4	103	1.9	7	-15	0	1
CCN(CC)S(=O)(=O)c1ccc(C(=O)/C=C/c2ccc(-c3ccc([N+](=O)[O-])cc3)o2)cc1	91	12	-15	97	-5.6	-7	-11	3	-7
CCCn1c(N2CCC(Cc3ccccc3)CC2)nc2c1c(=O)[nH]c(=O)n2C	99	3	-2	94	5.8	0	4	3	7
O=C(COC(=O)CCc1ccccc1)NC12CC3CC(CC(C3)C1)C2	105	0	4	107	0.1	2	-4	-8	5
Cc1ccc(C(=O)NCCc2nnc3ccc(SCC(=O)N4CCCC4)nn23)cc1	105	0	7	96	3.8	6	16	0	6
O=C(COc1ccccc1)N1CCN=C1SCc1ccccc1	90	0	-5	99	2.3	7	3	3	2
CC1Cc2ccccc2N1CC(=O)Nc1ccc2c(c1)OC(F)(F)O2 (stereo unspecified)	83	3	0	100	2.1	6	31	3	11
Cc1ccc(Cn2c(SCCN3CCCCC3)nc3c2c(=O)n(C)c(=O)n3C)cc1	90	0	-8	98	1.0	3	13	1	0
O=C(COC(=O)C12CC3CC(CC(Br)(C3)C1)C2)N1CCOCC1	x	0	2	98	-1.9	0	4	-5	3
CC(Sc1ccsc1[N+](=O)[O-])C(=O)N1CCN(c2ccccn2)CC1 (stereo unspecified)	110	0	3	104	1.0	1	-3	2	-2
O=C(CCS(=O)(=O)Cc1ccccc1)N1CCN(c2ccccc2)CC1	100	0	4	90	-3.2	0	5	-6	2
Cc1ccc(C)c(C(=O)Nc2ccncc2)c1	92	0	5	90	1.9	14	11	0	-2
CCOc1ccc(-n2cc(-c3ccccc3)c3c(SC(C)C(=O)OC)ncnc32)cc1 (stereo unspecified)	99	2	9	93	0.6	-1	-9	-4	8
COc1ccc(CCNS(=O)(=O)c2cccc3cccnc23)cc1OC	92	0	2	102	0.0	6	12	-3	-10
CCOC(=O)c1c(C2COc3ccccc3O2)csc1NC(=O)c1ccco1 (stereo unspecified)	90	1	1	87	2.0	-1	5	1	-5
COc1cccc(/C=C2\SC(=O)N(CCC(=O)N3CCC(C(=O)O)CC3)C2=O)c1	100	1	6	94	2.9	1	9	-1	3
O=C(Nc1ccc(Cl)cc1)C1CC(=O)n2c(nc3ccccc32)N1 (stereo unspecified)	95	1	3	95	2.4	1	6	0	3
COc1ccc(C(CCNCc2ccc(OC(C)C)cc2)C(C)C)cc1 (stereo unspecified)	102	0	7	114	3.6	4	-2	-1	-2
COc1ccc(/C(C)=N/NC(=O)c2ccc3nc[nH]c3c2)cc1	u	0	4	u	-1.5	4	0	3	8
COc1ccc(C2=NN(S(=O)(=O)c3ccccc3)C(c3ccccc3)C2)cc1 (stereo unspecified)	95	0	16	105	-2.7	9	10	1	4
CCCCc1nnc(NC(=O)CSCc2cc(=O)n3cc(C)sc3n2)s1	114	0	4	106	0.4	6	-12	-4	3
COC(=O)Nc1ccc(S(=O)(=O)N2c3ccccc3CCC2C)cc1 (stereo unspecified)	86	0	8	88	-2.7	3	29	2	9
O=C(CSc1nnnn1-c1ccccc1)N1CCCc2ccccc21	84	2	-5	92	1.2	2	-3	-3	4
O=C(CSc1nnc(-c2ccncc2)n1Cc1ccco1)Nc1nc(-c2ccccc2)cs1	82	2	-4	95	1.7	4	20	-5	5
Cc1ccc(C(=O)O/N=C(\N)c2cccc([N+](=O)[O-])c2)cc1	110	0	-5	92	3.9	-5	10	-2	-1
COC(=O)c1c(CSc2cccc(C)c2)noc1C(=O)NCc1ccco1	88	6	3	94	1.2	2	0	0	0
O=C(OCC(=O)N1CCCCC1)c1cc(NS(=O)(=O)c2ccc(Cl)c([N+](=O)[O-])c2)ccc1O	94	0	-1	103	0.3	1	18	4	5
Cc1ccc(NC(=O)COC(=O)Cc2ccccc2)cc1S(=O)(=O)N1CCOCC1	99	2	x	91	x	x	5	x	0
CC(C)c1nnc(NC(=O)C2c3ccccc3Oc3ccccc32)s1	100	0	5	97	-1.6	4	7	-2	2
CCN1CCN(CCCOc2ccc(Cl)cc2Br)CC1	94	0	-4	99	-2.3	6	9	2	6
Cc1cc(-c2nnc3n2N=C(c2ccc(-c4ccccc4)cc2)CS3)n[nH]1	102	1	-2	99	1.6	-1	8	-14	9
O=C(COC(=O)C1CCC1)NCc1ccccc1	89	3	-3	95	-1.4	-1	-11	0	6
O=S(=O)(c1ccc(SCc2ccc(Cl)cc2)nc1)N1CCCC1	81	1	4	89	x	3	5	x	5
CCOc1ccc(/C=N/NC(=O)C2(O)c3ccccc3-c3ccccc32)cc1	107	0	3	98	-1.9	6	8	0	6
CCCN(CCC)C(=O)c1ccc2nc(-c3ccc(OC)c(OC)c3)c(-c3ccc(OC)c(OC)c3)nc2c1	u	6	3	91[may fluoresce violet]	-0.5	3	2	-2	3
Cc1ccc(CNC(=O)c2ccc3c(=O)c(O)c(-c4ccc(C)cc4)[nH]c3c2)cc1	89	0	3	85	-1.4	2	-11	1	2
Brc1cccc(-c2nnc3sc(CNC4CCCC4)cn23)c1	95	3	-1	95	0.4	3	13	1	3
CC(C)COc1ccc(C(=O)N(Cc2ccco2)C2CCS(=O)(=O)C2)cc1 (stereo unspecified)	101	2	5	101	-0.5	5	10	-3	9

From PubChem BioAssay
